PAFAH2 inh = PAFAH2 (human) inhibition; Q99487; recombinant PAFAH2, FP-rhodamine activity probe, fluorescence polarization; inhibition, % at 3.39 µM; 0.99% of 340,000 active; AID 492956;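 active means inhibition above the mean over all tested compounds plus 3 SD, cut at about 30% in these data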;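 further: inhibitors block probe labeling of enzyme so polarization drops; 0% = enzyme with DMSO and 100% = wells lacking PAFAH2 protein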
PAFAH1B3 inh = inhibitors of human PAFAH1B3; 0.28% of 340,000 active; Q15102; recombinant PAFAH1B3, FP-rhodamine probe, fluorescence polarization; inhibition, % at 3.39 µM;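 active means inhibition above the screen-wide average of all tested compounds plus 3 SD, cut at about 25% in these data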;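 further: 0% = enzyme with DMSO only and 100% = wells lacking PAFAH1B3 protein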
Target sequence (Q15102 whole entry, looked up): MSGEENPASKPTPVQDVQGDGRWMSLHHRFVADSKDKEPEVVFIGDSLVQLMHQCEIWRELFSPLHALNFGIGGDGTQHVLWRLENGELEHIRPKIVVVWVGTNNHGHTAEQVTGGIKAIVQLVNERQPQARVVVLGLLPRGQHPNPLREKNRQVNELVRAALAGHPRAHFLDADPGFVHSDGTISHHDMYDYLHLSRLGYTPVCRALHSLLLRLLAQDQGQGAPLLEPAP
PME-1 inh = blocks human protein phosphatase methylesterase 1. recombinant PME-1, FP-Rh probe fluorescence polarization. inhibition, % at 5.9 µM. 0.53% of 320,000 active. AID 2130;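 active means inhibition above the campaign mean of all compounds plus 3 SD, cut at about 26% in these data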;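 further: competitive labeling of PME-1 active site by serine hydrolase directed probe; 0% = PME-1 with DMSO and 100% = wells lacking PME-1 enzyme; inhibitors block probe labeling so polarization falls and inhibition rises; many of its hits are not listed in these tables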
Target sequence (Q9Y570 whole entry, looked up): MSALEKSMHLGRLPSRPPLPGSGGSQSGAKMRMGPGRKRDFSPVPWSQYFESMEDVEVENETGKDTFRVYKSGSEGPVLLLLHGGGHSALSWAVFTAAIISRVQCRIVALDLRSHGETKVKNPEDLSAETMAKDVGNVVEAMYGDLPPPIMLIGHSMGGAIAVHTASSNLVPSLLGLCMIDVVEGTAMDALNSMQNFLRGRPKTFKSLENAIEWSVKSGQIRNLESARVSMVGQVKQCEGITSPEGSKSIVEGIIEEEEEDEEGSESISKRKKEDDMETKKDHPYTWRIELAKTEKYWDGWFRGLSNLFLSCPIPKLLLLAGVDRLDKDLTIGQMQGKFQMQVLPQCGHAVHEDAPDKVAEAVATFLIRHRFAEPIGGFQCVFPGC
Fam108B inh = Fam108B inhibition, counter-screen for RBBP9 inhibitors; inhibition, % at 9.51 µM; 0.33% of 300,000 active; AID 1947; recombinant Fam108B, FP-Rh probe fluorescence polarization;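 active means inhibition above the screen mean inhibition plus 3 SD, computed separately per campaign, cut at about 18% in these data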;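 further: inhibitors lower polarization as less probe binds the enzyme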
PAFAH1B2 inh = PAFAH1B2 (human) inhibition | P68402 | recombinant PAFAH1B2, FP-rhodamine activity probe, fluorescence polarization | inhibition, % at 3.39 µM | 1.2% of 340,000 active | AID 492953;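 active means inhibition above the mean of all tested compounds plus 3 SD, cut at about 24% in these data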;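 further: 0% = enzyme with DMSO and 100% = wells lacking PAFAH1B2; many of its hits are not listed in these tables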
Target sequence (P68402 whole entry, looked up): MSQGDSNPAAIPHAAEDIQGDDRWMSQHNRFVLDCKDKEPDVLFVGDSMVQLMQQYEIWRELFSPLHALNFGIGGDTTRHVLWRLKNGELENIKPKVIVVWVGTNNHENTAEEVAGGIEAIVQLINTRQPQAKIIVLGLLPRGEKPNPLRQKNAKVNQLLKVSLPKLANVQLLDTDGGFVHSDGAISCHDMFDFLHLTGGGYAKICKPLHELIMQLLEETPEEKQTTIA
PAD4 inh = blocks human protein arginine deiminase 4 | recombinant PAD4, RCA probe fluorescence polarization | inhibition, % at 6.36 µM | Q9UM07 | 0.41% of 330,000 active;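 active means percent inhibition above a cutoff equal to the mean of all tested compounds plus 3 SD, cut at about 15% in these data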;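 further: 0% = PAD4 with RCA probe and DMSO and 100% = probe without PAD4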
LYPLA1 inh = LYPLA1 (human) inhibition in PME1 counter-screen. 0.16% of 320,000 active. recombinant LYPLA1, FP-Rh probe fluorescence polarization. inhibition, % at 5.9 µM. O75608;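 active means inhibition above the mean of all tested compounds plus 3 SD, set per campaign, cut at about 14% in these data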;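 further: inhibitors block serine hydrolase probe labeling of LYPLA1 so polarization falls; 0% = enzyme with DMSO and 100% = wells lacking LYPLA1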
GSTO1 counter = blocks human GSTO1 in RBBP9 counter-screen; P78417; recombinant GSTO1, activity-based probe fluorescence polarization; inhibition, % at 5.96 µM; 1.1% of 300,000 active;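 active means inhibition above the campaign mean inhibition plus 3 SD, cut at about 35% in these data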;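 further: 0% = GSTO1-1 with DMSO and 100% = wells lacking GSTO1-1 enzyme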
pPAFAH FP inh = pPAFAH (human) enzyme inhibition; 1.5% of 330,000 active; inhibition, % at 3.39 µM; recombinant pPAFAH, FP-rhodamine probe fluorescence polarization; Q13093;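 active means inhibition above the mean inhibition across the screen plus 3 SD, cut at about 25% in these data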;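 further: inhibitors block binding of the rhodamine activity-based probe so polarization drops; 0% = enzyme with DMSO and 100% = wells lacking pPAFAH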
An asterisk follows results filed as active; nt = not tested or not shown. A portion of the library; rates above refer to the full screens.

compound	PAFAH2 inh	PAFAH1B3 inh	PME-1 inh	Fam108B inh	PAFAH1B2 inh	PAD4 inh	LYPLA1 inh	GSTO1 counter	pPAFAH FP inh
Cc1ccccc1C(=O)N1CCC(C(=O)Nc2ccc(S(=O)(=O)N3CCOCC3)cc2)CC1	-2	8	-4	nt	5	0	1	nt	4
COCCCNC(=O)/C(=C\c1cccn1C)NC(=O)c1cccs1	1	5	2	7	-3	-6	-2	-2	-4
Cc1cc(NC(=O)CSc2ncn[nH]2)no1	0	6	5	4	9	-3	-2	5	-3
O=C(Nc1ccc2oc(-c3ccncc3)nc2c1)c1c(F)c(F)c(F)c(F)c1F	-5	-4	-11	-3	-2	4	-2	-62	0
COc1ccc(-c2nc3ccccn3c2CN2CCN(c3ccccc3F)CC2)cc1	0	12	-5	4	-11	4	-3	-8	1
Cc1cc(=O)c(C(=O)O)cn1Nc1ccc(Cl)cc1	5	6	-1	0	14	5	0	0	-1
O=C(c1ccccc1)N1CCN(CC(O)COc2cccc3ccccc23)CC1 (centres undefined)	4	9	0	1	4	-3	2	2	1
N#Cc1ccsc1NC(=O)c1cnccn1	-13	6	4	-2	3	-5	0	0	2
CC(C)(C)SCCNC(=O)CSc1ccccc1	3	4	-4	1	8	-1	-4	-11	4
COCCn1c(SCC(=O)Nc2ccc(F)cc2)nc2ccccc2c1=O	-4	9	-6	3	7	-1	-4	6	-3
O=C(C[C@@H]1C/C=C\CCC(=O)O[C@H](c2ccccc2)CNC1=O)N[C@H](CO)Cc1ccccc1	-9	-4	nt	nt	0	0	nt	nt	-3
O=C(N/N=C/c1cccc(O)c1)N/N=C/c1cccc(O)c1	-23	8	-1	-4	4	-3	-7	-1	7
COc1ccc(C(CC(=O)c2ccc(C)cc2)C(C#N)C#N)cc1OC (centres undefined)	-3	6	2	2	-2	-1	-4	3	4
CC(C)c1csc(CN2CCC(CCC(=O)NCC3CCCO3)CC2)n1 (centres undefined)	-3	-3	0	4	-4	1	-3	-2	-5
Cc1ccc(C)c(OCCC(=O)Nc2cccc(S(=O)(=O)N3CCCC3)c2)c1	-3	-5	1	-3	3	1	-2	2	3
Cc1nn(C)c(C(=O)NNC(=S)NCc2ccco2)c1Cl	-5	-5	4	-5	0	0	3	2	2
CCOC(=O)C1CCN(c2c(C(=O)c3ccccc3)cnc3ccc(CC)cc23)CC1	4	0	4	0	0	-4	-1	0	-2
O=C(Cc1ccc(Cl)cc1)Nc1ccc2oc(=O)ccc2c1	1	-2	1	-3	2	-6	0	-7	4
Cc1sc(NC(=O)c2ccco2)c(C(=O)c2ccc(Cl)cc2)c1C	0	-5	-2	-4	0	3	-7	0	4
CN(C)S(=O)(=O)c1cccc(C(=O)OCC(=O)Nc2ccccc2OC(F)F)c1	33*	4	4	1	5	3	3	1	11
CC(=O)Nc1cccc(-c2cc(-c3c(Cl)cccc3Cl)no2)c1	-2	-2	-6	-5	0	-2	0	-15	28*
CC1(C)C[C@H]2C3=CCC4[C@@]5(C)CC[C@H](O)[C@](C)(CO)C5CC[C@@]4(C)[C@]3(C)CC[C@@]2(C)[C@H](O)[C@@H]1O (some centres undefined)	1	3	nt	nt	-3	-9	nt	nt	-2
O=C(N/N=C/c1ccc(F)cc1)c1cccc(NC(=O)c2ccc(F)cc2)c1	-14	0	-7	2	-3	-3	-21	-9	-2
COCCNCCOCCOc1cccc(OC)c1	5	-8	-2	-2	1	-4	6	4	3
Cc1ccccc1OCCSc1nc2ncnc(N)c2[nH]1	-9	5	-1	5	2	-1	-1	4	1
CCCCNC(=O)N1CCN(Cc2cccc(F)c2)CC1	6	5	1	2	-4	-3	-6	6	-6
C[C@H](OC(=O)NCc1ccc(C(F)(F)F)cc1)[C@@H]1O[C@@]2(C)CCC[C@@H]1O2	0	-1	-1	nt	25*	0	-2	nt	-2
CCOC(=O)C1CCCN(C(=O)C(=O)c2cn(CC(=O)N3CCOCC3)c3ccccc23)C1 (centres undefined)	-4	5	4	2	4	2	7	0	2
CC1=C(C(=O)Nc2ccccc2F)C(c2cccs2)C2=C(CCCC2=O)N1 (centres undefined)	-5	7	3	-3	3	-1	2	-1	-2
Nc1nc(SCC(=O)N2CCCC2)[nH]c(=O)c1NC(=O)c1ccco1	-8	2	-4	1	1	-3	6	3	1
Cc1ccccc1S(=O)(=O)Cc1ccc(C(=O)NC2CC2)o1	8	3	1	3	-4	2	0	0	4
CC(=O)Nc1cc(NC(C)=O)cc(C(=O)OCC(=O)Nc2ccc(S(=O)(=O)NC3=NCCCCC3)cc2)c1	5	7	3	3	3	-4	-4	5	5
Cc1cccc(C)c1NC(=O)CSc1nnc(-c2ccoc2C)n1C	-8	7	2	-5	1	0	0	-4	5
CCOc1ccc(S(=O)(=O)N(CC(=O)N2CCC(C(N)=O)CC2)c2ccc(F)cc2)cc1	4	4	3	-4	4	1	4	-3	10
O=C(CSc1nnnn1-c1ccc(O)cc1)NC1CCCCC1	8	16	2	2	-1	-10	0	5	0
C=CCC(CC=C)(NC(=O)c1ccccc1C(=O)O)c1ccccc1	3	11	-8	6	14	1	6	0	-5
CCOc1ccc(NC(=O)C(=O)NCCN2CCN(S(=O)(=O)c3ccccc3)CC2)cc1	1	5	-2	3	3	-1	-1	6	-2
O=C(O)Cc1ccc(S(=O)(=O)N2CCCC2)s1	5	1	nt	nt	2	1	nt	nt	14
N#Cc1cccn1-c1nccc(-c2cccs2)n1	-2	5	-9	0	-3	-2	0	4	3
O=C(CNC(=O)C1CC(=O)N(c2cccc3ccccc23)C1)Nc1ccccc1Br (centres undefined)	-6	14	-3	nt	-1	-3	-1	nt	1
COc1ccc(OC)c(NC(=O)CCNS(=O)(=O)c2cc(Br)cnc2N)c1	-1	10	-1	2	3	-6	-1	2	9
Cc1cc(OCC(=O)Nc2ccncc2)cc(C)c1Br	7	-6	-26	0	2	-4	-11	-7	0
CC(=O)NCc1ccc(S(=O)(=O)NC2CCN(Cc3ccccc3)CC2)cc1	nt	nt	-6	0	nt	1	2	1	0
COc1ccc(S(=O)(=O)NCCc2csc(C)n2)cc1C	-7	-3	2	3	3	4	-1	2	0
CC(C)(C)c1ccc(N2C(=O)Cc3c2nc(N)c(C#N)c3N)cc1	-5	6	2	0	8	2	-2	1	5
O=C(COC(=O)c1cc([N+](=O)[O-])ccc1N1CCOCC1)NCCc1ccccc1	-1	17	10	4	2	-1	-1	4	2
CCc1ccc(S(=O)(=O)Nc2ccc(-c3ccc4nnc(C)n4n3)cc2)s1	0	0	2	nt	8	-2	2	nt	15
COc1ccccc1N1CCN(S(=O)(=O)c2cccs2)CC1	1	3	2	3	1	-3	-1	1	-1
COC(=O)c1ccc(C2Nc3cccc4cccc(c34)N2)cc1	0	11	52*	4	-1	-11	-5	26	7
O=C(N/N=C/c1ccc([N+](=O)[O-])o1)C1CC1	2	7	5	-1	3	-6	1	16	8

(continued)
compound	PAFAH2 inh	PAFAH1B3 inh	PME-1 inh	Fam108B inh	PAFAH1B2 inh	PAD4 inh	LYPLA1 inh	GSTO1 counter	pPAFAH FP inh
CCOc1cc(CNCc2ccccn2)cc(Cl)c1OC	-6	2	-11	3	3	0	-4	18	1
CC(=O)Nc1ccc(NC(=O)CSc2nc3nc(C)cc(C)c3c(=O)[nH]2)cc1	11	12	-7	1	-4	-1	-1	7	10
CCOC(=O)CSc1nnc(Cn2c(=O)sc3ccccc32)n1C	-1	2	2	2	0	2	0	-1	8
CCCN(C(=O)c1ccc(N2CCCC2=O)cc1)c1c(N)n(Cc2ccccc2)c(=O)[nH]c1=O	8	0	4	5	-3	1	-1	1	2
COc1ccccc1C(=O)COC(=O)Cc1ccccc1F	3	-1	nt	nt	-1	6	nt	nt	0
O=C(COc1ccc2c3c(c(=O)oc2c1)CCCC3)N[C@@H](Cc1ccccc1)C(=O)O	-4	-14	8	-1	4	3	1	-5	4
Cc1cc(C)nc(NC(=O)COc2cc(Cl)cc(Cl)c2)n1	2	11	-4	-1	1	-2	2	0	3
Cc1nc2ccc(NC(=O)c3cccs3)cc2c(=O)n1Cc1ccc(Cl)cc1	-34	-18	-56	-26	-6	-1	-48	-36	-16
O=C(CSc1ccccc1C(=O)O)NCC1CCCCC1	13	4	5	-4	18	0	-3	6	3
CN(C)S(=O)(=O)c1cccc(NC(=O)CO/N=C(\N)c2ccccc2)c1	-3	4	2	1	-2	-3	2	2	-3
O=C1[C@H]2[C@@H](/C=C/c3ccccc3)N3C(=O)CN(CCO)C(=O)[C@@]3(Cc3ccccc3)[C@H]2C(=O)N1c1ccccc1	-6	2	-9	-2	2	-7	-1	-1	-1
Cc1ccccc1C(=O)NCC(=O)N1CCN(c2ccccn2)CC1	5	0	nt	nt	6	-2	nt	nt	8
CCOC(=O)c1cc2sccc2n1CC(=O)Nc1ccc(OC)c(OC)c1	-1	-7	-1	-2	4	5	2	2	4
C=CCc1cccc(OC)c1OCCOCCNCCO	7	3	1	1	9	2	-2	0	-9
OCCN1CCN(C(=S)Nc2ccc(SC(F)F)cc2)CC1	1	6	2	-1	6	2	2	6	3
COc1ccc(-c2ccc(C(C)=O)cc2)cc1[C@H]1[C@@H]2C=CCC[C@@]2(C)C(=O)N1Cc1ccccc1	-1	-6	-1	-7	4	-2	1	5	2
O=C(Cc1ccc2c(c1)CCCC2)Nc1ccccc1Cl	-2	-6	4	0	3	1	-3	3	5
O=C1c2sc3nc4ccccc4n3c2C(=O)N1c1ccccc1Cl	1	-1	1	-12	0	3	-3	2	-1
O=C(Cc1ncn[nH]1)NCCc1ccccc1	5	3	-3	-4	6	-4	0	2	3
CCN(CC)S(=O)(=O)c1cc(Br)c(C)cc1OC	0	2	4	8	7	-5	0	-7	4
O=C(CCN1C(=O)/C(=C/c2ccc(F)cc2)SC1=S)NNC(=O)c1cccnc1	2	3	3	0	4	1	-2	7	-1
CCCS(=O)(=O)N1CCN(C(=O)c2cccnc2)CC1	-3	-4	-2	3	7	-5	-1	1	8
O=C(CCOc1ccccc1)Nc1ccnn1C1CCN(CCc2ccccc2)CC1	-2	4	-1	2	5	-1	-2	-1	-5
COc1ccc(SC[C@H](Cc2ccccc2)N2CC[C@@H](C)CCC2=O)cc1	7	-7	-4	nt	12	-1	0	nt	4
Cc1ccc(C(C(=O)NCc2ccccc2)N(Cc2ccco2)C(=O)c2snc(C(N)=O)c2N)o1 (centres undefined)	-4	8	-1	-2	8	-2	3	2	3
COC(=O)c1ccc(NC(=S)N2CCN(Cc3ccccc3)CC2)cc1	1	-1	-1	0	5	-2	-1	6	-9
Cc1ccc(/C=C(\C#N)C(=O)NCc2ccco2)o1	7	12	-2	2	5	3	1	1	-2
C=CCOC(=O)CCC(=O)Nc1cc(OC)nc(OC)n1	2	-1	-9	0	-3	2	3	1	6
CCc1nnc(NC(=O)CC(=O)Nc2ccccc2C(=O)O)s1	-1	4	-8	1	-2	4	-1	2	-1
O=C(CN1CCN(Cc2ccc3c(c2)OCO3)CC1)Nc1ccc2c(c1)OCO2	-2	5	6	-1	3	0	3	-1	-3
O=C(CSC(=S)N1CCCC1)N1CCN(S(=O)(=O)c2ccccc2F)CC1	7	6	3	2	-2	-2	0	0	2
CC1=C(C(=O)Nc2ccc(C(=O)N3CCN(c4cccc(Cl)c4)CC3)cc2)SCCO1	4	0	6	-2	0	-5	-3	0	42*

From PubChem BioAssay
